Source: PubChem
APJ ag: activates the human apelin receptor APJ; 330,000 tested, 0.11% active; P35414; activation, % at 20 µM; AID 2520; CHO-K1 APJ PathHunter beta-arrestin, luminescence; 0% DMSO wells, 100% apelin;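 active = activation more than six SD over the plate average, tested at 20 µM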;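 note: 0% = DMSO alone and 100% = apelin-13 at 10 nM; some results filed as inactive read as strong as hits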
Target sequence (P35414 whole entry, looked up): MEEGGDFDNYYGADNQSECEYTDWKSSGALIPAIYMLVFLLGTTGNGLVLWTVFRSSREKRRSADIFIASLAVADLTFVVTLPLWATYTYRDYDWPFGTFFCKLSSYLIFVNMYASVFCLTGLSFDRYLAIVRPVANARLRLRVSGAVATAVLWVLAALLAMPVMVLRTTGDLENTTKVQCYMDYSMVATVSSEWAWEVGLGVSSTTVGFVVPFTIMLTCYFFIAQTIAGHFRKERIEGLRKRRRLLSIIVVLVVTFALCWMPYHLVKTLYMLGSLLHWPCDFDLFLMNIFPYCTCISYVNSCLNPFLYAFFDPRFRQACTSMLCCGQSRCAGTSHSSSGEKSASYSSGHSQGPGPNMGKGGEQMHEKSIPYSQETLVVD
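Assay system – PathHunter CHO-K1 APJ (AGTRL-1) beta-arrestin reporter cells · Compound – one dose, 20 µM compound, 1% DMSO · Timing – compound 90 min 25 °C, reagent 1 h · Measured by – luminescence from split beta-galactosidase complementation, Galacton Star/Emerald II substrate · Measure – beta-arrestin recruitment to APJ as agonist activity, luminescent signal · Benchmarks – DMSO vs Apelin-13 10 nM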
NALP3 yeast inh: NALP3 inhibition in yeast; Yeast reconstituted NLRP3/ASC/caspase-1, beta-gal luminescence, 24 h; inhibition, % at 10 µM; 330,000 tested, 0.39% active; AID 2825;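 active = inhibition of 50% or more; inactive = inhibition below 50%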;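 note: plate controls were induced DMSO wells for no effect and uninduced yeast grown without galactose for full effect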
Mdm2-MdmX inh: human Mdm2/MdmX binding inhibition | SaOS-2 split-luciferase Mdm2/MdmX complementation, luminescence | inhibition, % at 8 µM | 330,000 tested, 3% active | AID 485346;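 active = inhibition of at least 50% at 8 µM in the primary screen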
tim10-1 inh: inhibits growth of tim10-1 mutant yeast; inhibition, % at 20 µM; 330,000 tested, 2.2% active; S. cerevisiae tim10-1 ts strain growth, BacTiter-Glo, 24 h;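 active = inhibition of at least 40%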;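 note: mutant grown at 25 °C; 0% = DMSO wells with yeast and 100% = wells holding no yeast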
CHOP UPR activ: apoptotic UPR (CHOP) activation | CHO-CHOP luciferase reporter, luminescence; percent of tunicamycin response over DMSO baseline | 330,000 tested, 0.34% active | activation, % at 10 µM;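 active = at 10 µM dose, activation of 40% or more, normalized to positive control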;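 note: 100% = tunicamycin at 10 µg/mL and 0% = DMSO alone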
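Dosing – one dose, 10 µM in 0.5% DMSO · System – CHO-CHOP cells, stable luciferase reporter of PERK-eIF2a-CHOP signalling · Input – 500 cells/well · Control set – tunicamycin 10 µg/mL final as positive, DMSO-only wells as negative · Timing – 6 h compound treatment, 37 °C · Measure – % activation vs tunicamycin · Technique – luminescence read with Steady-Glo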
tim23-1 inh: tim23-1 yeast growth inhibition. S. cerevisiae tim23-1 growth, BacTiter-Glo luminescence, 24 h. inhibition, % at 20 µM. 330,000 tested, 1.3% active. AID 463212;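 active = growth inhibition of the mutant yeast at or above 50%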;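 note: temperature-sensitive mutant grown at 25 °C; plate controls were DMSO-treated mutant yeast for no effect and medium wells lacking yeast for full effect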
UPR XBP1 act: activators of adaptive arm of unfolded protein response (XBP1) | CHO-XBP1 luciferase reporter, IRE1-XBP1 UPR activation, luminescence; percent of tunicamycin response, DMSO as zero | activation, % at 20 µM | 330,000 tested, 0.33% active | AID 463104;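 active = versus positive control, 20 µM dose yields 30% or more activation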;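 note: 100% = tunicamycin at 10 µg/mL and 0% = DMSO only wells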
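Material: CHO-XBP1 cells stably carrying IRE1-XBP1-driven luciferase reporter | Medium: F12 with 10% serum | Compound dosing: 20 µM single concentration, DMSO 1% | Incubation: Overnight seeding at 37 °C, 6 h compound treatment at 37 °C | Detection: Steady-Glo luminescence read | Read-out basis: % activation of reporter signal versus tunicamycin and DMSO controls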
NR3A LBD binder: NR3A (human) ligand-binding domain modulation; NR3A LBD differential scanning fluorimetry, Tm shift; 0% = protein alone, 100% = glycine-bound protein; Tm shift relative to glycine control, % at 25 µM; 340,000 tested, 2.5% active; AID 1259313;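 active = melting temperature shift of at least 10% of the positive control shift, at one fixed dose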
TIM10 inh: TIM10 yeast growth inhibition; S. cerevisiae TIM10 strain growth, BacTiter-Glo luminescence, 24 h; inhibition, % at 10 µM; 330,000 tested, 1.4% active;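 active = inhibition of 40% or more at the single tested concentration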;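 note: wild-type TIM10 isogenic control strain grown at permissive 25 °C; 0% = DMSO yeast wells and 100% = minimal medium wells without yeast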
* hit, by the source's call; . = no result given.

Every second line gives: APJ ag | NALP3 yeast inh | Mdm2-MdmX inh | tim10-1 inh | CHOP UPR activ | tim23-1 inh | UPR XBP1 act | NR3A LBD binder | TIM10 inh
1: O=C(N/N=C/c1ccc(Cl)cc1Cl)Nc1ccccc1
    -2 | 25 | 19 | 27 | 3.8 | -1 | 3 | -4 | -5
2: CN(c1ccc(C(=O)Nc2ccc(F)cc2F)cc1)S(=O)(=O)c1ccccc1
    -2 | 6 | 28 | 4 | -0.1 | 11 | -2 | -1 | -19
3: C1CCN=C(NC23CC4CC(CC(C4)C2)C3)CC1
    -1 | 13 | -4 | 24 | 0.2 | 7 | -3 | . | 8
4: Cc1cc(OCCCn2cnc3ccccc3c2=O)ccc1[N+](=O)[O-]
    -3 | 20 | 12 | -7 | -2.1 | 8 | 0 | -2 | 2
5: COc1cccc(-c2nn(-c3ccccc3)cc2CN2CCCO2)c1
    -5 | 26 | -2 | 29 | 0.1 | 26 | -1 | -1 | 11
6: CCc1cccc(C)c1NC(=O)CCCN1C(=O)CN(C)C1=O
    -5 | 11 | 1 | -6 | -1.3 | 5 | 3 | 1 | 7
7: O=[N+]([O-])c1cccc(C(=Nc2ccc(Cl)cc2)NO)c1
    0 | 5 | 11 | 24 | 0.6 | 13 | 0 | -7 | 24
8: CCCOc1ccc(N/C=C/C(=O)C(C)(C)C)cc1
    -1 | -1 | 12 | 6 | 1.8 | 9 | 10 | -2 | -10
9: O=S(=O)(NCc1cc(-c2ccccc2)no1)c1ccc(Cl)cc1
    -4 | 25 | -7 | 22 | -1.5 | 8 | 1 | -7 | 3
10: CCOC(=O)c1cc(-c2ccccc2)n(CC2CC(c3ccc(OC)cc3)=NO2)n1 (stereo not given)
    7 | 16 | 3 | 30 | 3.0 | 32 | -2 | 0 | 11
11: COc1ccc(N=Cc2c(O)n(-c3cccc(C)n3)c(=O)c3ccccc23)c(OC)c1
    -3 | 9 | 34 | 13 | -0.1 | 6 | 7 | -4 | 14
12: CC(=O)N1CCCc2cc(S(=O)(=O)N3CCCC(C(=O)NCc4ccc(C)cc4)C3)ccc21 (stereo not given)
    -4 | -3 | 13 | 10 | 0.5 | 5 | -5 | -2 | 7
13: C=CCOc1c(Br)cc(/C=N/O)cc1OCC
    1 | -94 | 35 | 16 | -2.2 | 0 | -1 | -1 | -2
14: CC(NCC1COc2ccccc2O1)C(=O)NCc1ccccc1 (stereo not given)
    -3 | 5 | 8 | 13 | -2.2 | 8 | 0 | -2 | 0
15: COc1ccc(-c2onc(C)c2C)cc1S(=O)(=O)NCCc1ccco1
    -3 | 25 | 36 | 43* | 1.3 | 37 | -5 | 3 | -14
16: CC(=O)NNC(=O)C(O)(c1ccccc1)c1ccccc1
    0 | -6 | 4 | -1 | 1.6 | -14 | 1 | 1 | -15
17: CCCCCC(=O)Nc1ncc2c(n1)CC(c1cccs1)CC2=O (stereo not given)
    -2 | 26 | 5 | -5 | 0.4 | 3 | 1 | -1 | 11
18: O=C(CSc1nnc(COc2ccccc2)o1)N1CCCCC1
    1 | 23 | -3 | -4 | -1.6 | 16 | -2 | 1 | -7
19: Cc1ccc(S(=O)(=O)N[C@@H](CO)C(=O)N[C@@H](Cc2ccc(O)cc2)C(=O)O)cc1
    -1 | 7 | 6 | -4 | 0.7 | 5 | -1 | 1 | 6
20: CCOC(=O)CSc1ncnc2c1nnn2-c1ccc(F)cc1
    -5 | 3 | 10 | 8 | 0.0 | 10 | -6 | 0 | 12
21: CCN1CCN(CC(=O)Nc2ccc(S(=O)(=O)N3C(C)CCCC3C)cc2)CC1 (stereo not given)
    -3 | 15 | -23 | 17 | 0.6 | 14 | 1 | 0 | -5
22: CN(C(=O)CSc1nnc(-c2ccccc2)n1C)C1CCS(=O)(=O)C1 (stereo not given)
    -1 | 0 | 6 | 7 | 2.2 | 1 | -2 | 5 | 11
23: Cc1ccc(NC(=O)CSc2nc(O)c(Cc3ccccc3)c(=O)n2-c2ccccc2)cc1
    2 | 7 | 5 | 14 | -1.1 | 14 | 0 | -3 | 13
24: CCOC(=O)CCCNC(=O)COC(=O)CCC(=O)c1ccc(F)cc1
    -1 | 2 | -5 | 16 | -0.2 | 10 | 0 | -3 | 9
25: CCOC(=O)c1oc2ccc(CNCCO)c(Cl)c2c1C
    2 | 7 | -5 | -1 | 3.5 | -8 | 5 | -2 | 13
26: CC1Sc2ccc(S(=O)(=O)CCC(=O)Nc3ccccc3Cl)cc2NC1=O (stereo not given)
    2 | 4 | 12 | 12 | -0.3 | 11 | -3 | 2 | -5
27: Cc1ccc(C2N(C)C(=O)c3ccccc3N2C)cc1 (stereo not given)
    1 | 26 | 6 | 0 | 11 | -1 | -5 | 3 | -3
28: C=C(C)C1CC=C(C)/C(=N/NC(=O)c2ccc(NC(=O)CC)cc2)C1 (stereo not given)
    0 | 0 | 17 | 9 | -0.9 | 6 | -1 | -1 | 13
29: O=C(Nc1nnc(CC2=CCCCC2)s1)c1cccs1
    0 | 19 | -22 | 47* | 3.8 | 30 | 3 | -10 | 72*
30: S=c1cnc2ccccc2[nH]1
    -5 | -2 | -22 | 9 | -0.6 | -21 | 2 | 3 | 0
31: O=C(C1CCN(S(=O)(=O)c2ccc(Br)cc2)CC1)N1CCOCC1
    -1 | 22 | 16 | 1 | -3.4 | -4 | 0 | 2 | -4
32: COc1cc2c(cc1OC)CN(c1ccc(C(F)(F)F)cn1)CC2
    -1 | 48 | 11 | 36 | 5.5 | 31 | 1 | 2 | 31
33: COc1ccc(/C=N\NC(=O)c2ccc(-c3ccccc3)cc2)cc1COC(C)=O
    1 | 10 | 12 | -14 | 3.0 | -10 | -6 | -1 | 6
34: CC(NC(=O)c1ccccc1)c1nnc(SCc2nc3ccccc3c(=O)[nH]2)n1C (stereo not given)
    3 | 9 | -23 | -4 | 0.4 | 0 | 1 | 0 | -8
35: Cc1ccc(C(=O)NCCc2ccc(S(=O)(=O)N3CCCC3)cc2)cc1
    -1 | 25 | -18 | 16 | -0.3 | 20 | -4 | -1 | 13
36: COCCSc1ccccc1C(=O)Nc1ccc(S(=O)(=O)N2CCOCC2)cc1
    0 | 13 | 10 | 11 | 0.2 | 13 | 2 | 1 | 8
37: COc1ccc(Cl)cc1NC(=O)CCN1CCN(Cc2ccccc2)CC1
    -2 | 19 | 12 | -3 | 1.0 | 10 | 0 | -1 | -5
38: O=C(COc1ccc([N+](=O)[O-])cc1)NNC(=O)Nc1cccc(F)c1
    -1 | 12 | 14 | 2 | -2.2 | 6 | -4 | -2 | -5
39: CS(=O)(=O)N(Cc1nc(-c2ccc(F)cc2)no1)c1ccccc1Cl
    0 | -9 | -8 | 30 | 1.0 | 35 | 0 | -8 | 16
40: CC(C)(CC(=O)O)CC(=O)N1CCN(c2nc3ccc(Cl)cc3s2)CC1
    -2 | -4 | -5 | 15 | 3.0 | 11 | 0 | -1 | -3
41: O=C(/C=C/c1ccc2c(c1)OCCO2)N1CCN(c2ccc(F)cc2)CC1
    -2 | 20 | 23 | 4 | 1.3 | 10 | 1 | 1 | -3
42: CCCCOc1ccc(Nc2cc(Cl)ccc2C(=O)O)cn1
    -1 | 9 | 12 | 52* | 0.1 | 35 | -4 | -13 | 41*
43: Cc1ccc(NC(=O)COC(=O)C2CC2(Cl)Cl)cc1C (stereo not given)
    -3 | 3 | 1 | 18 | 1.3 | 10 | 1 | 1 | 1
44: CC(C)(C)OC(=O)C[C@H]1C/C=C\C[C@H](CC(=O)NCCO)C(=O)NC[C@H](c2ccccc2)OC1=O
    -2 | 22 | 0 | -8 | 0.4 | 0 | 0 | 0 | -2
45: CCOc1ccc(S(=O)(=O)N2CCN(c3ccccc3F)CC2)c2cccnc12
    -5 | 13 | 20 | 45* | -1.1 | 33 | 0 | 0 | 22
46: CN1C(=O)CSC1=NCC12CC3CC(CC(C3)C1)C2
    -6 | 22 | 23 | 21 | 0.0 | 39 | -5 | -1 | 3
47: O=C(c1cccc(S(=O)(=O)N2CCN(c3ccc(F)cc3)CC2)c1)N1CCCC1
    -5 | 13 | -9 | 3 | -1.3 | 17 | -5 | -1 | 3
48: O/N=C/c1ccc(-c2cc(Cl)ccc2Cl)o1
    -3 | 0 | 57* | 9 | -3.6 | 11 | -3 | 0 | 9
49: CCOC(=O)c1cc(NC(=O)CSCCO)ccc1Cl
    -1 | -3 | 29 | 9 | -0.9 | 16 | -4 | 1 | -8
50: O=C(Nc1ccc(C(F)(F)F)cc1)c1csc(-c2ccncc2)n1
    1 | -26 | 10 | 26 | 2.3 | 18 | -3 | -17 | 17
51: Cc1cc(C)nc(Nc2nc(-c3ccccc3)cs2)n1
    -1 | 21 | -188 | -1 | 0.4 | 30 | -6 | -2 | 12
52: COC(=O)c1cc(S(=O)(=O)N(C)Cc2ccco2)c[nH]1
    0 | 4 | -9 | -1 | 1.7 | 6 | -4 | -3 | 0
53: O=[N+]([O-])c1cccnc1N1CCN(Cc2ccc3c(c2)OCO3)CC1
    0 | 19 | -7 | 3 | 0.4 | 18 | 0 | -1 | 8
54: CCCC(C)NC(=O)CSc1nc(-c2ccccc2)cn1N (stereo not given)
    4 | 9 | -6 | 4 | 0.7 | 22 | -1 | 2 | 9
55: Nc1nonc1-n1nnc(C(=O)N/N=C/c2ccccn2)c1-c1ccccc1
    9 | 9 | -7 | 8 | 1.1 | 13 | -2 | 1 | -1
56: Cc1cc(Cl)ccc1OCC(=O)NNC(=O)c1ccc(=O)[nH]c1
    -4 | 2 | 11 | -5 | 1.8 | 8 | -1 | -1 | -11
57: CC(C)(O)C1=NOC(c2ccccc2)C1 (stereo not given)
    -3 | 11 | 13 | 19 | -0.8 | 15 | -3 | 2 | 16
58: COC(=O)c1cc(C(=O)Nc2ccc(S(=O)(=O)NC(C)(C)C)cc2)cc([N+](=O)[O-])c1
    1 | 1 | 23 | 2 | 0.6 | -2 | 4 | -4 | -14
59: COc1ccc(C(=O)Oc2ccc(F)cc2C(=O)/C=C/c2ccc(OC)c(OC)c2)cc1
    -4 | 14 | -23 | 24 | 1.0 | 39 | -3 | -1 | 27
60: COCCNC(=S)N1CCN(C/C=C/c2ccccc2)CC1
    -3 | -1 | 14 | -1 | 0.4 | 6 | -1 | -4 | 6
61: COc1ccc(C)cc1S(=O)(=O)N1CCN(C/C=C/c2ccccc2)CC1
    -2 | -29 | 13 | -3 | -0.5 | 28 | 0 | 1 | 9
62: Cn1cnc([N+](=O)[O-])c1Sc1ncn[nH]1
    -1 | -2 | 24 | 8 | -0.3 | 8 | -5 | 3 | 5
